# Screens from PubChem.
# HIV RNase H inh = blocks HIV-1 RNase H cleavage of RNA/DNA duplex | 65,000 compounds, 1.9% hits | AID 565 | RT-RNase H RNA/DNA duplex cleavage, fluorescence | inhibition, % at 10 µM; in the data active = inhibition above about 50%
# RmlC RmlD mix = RmlC/RmlD inhibition, mixture screen. AID 1532. inhibition, % at 5.5 µM. RmlC/RmlD coupled enzyme inhibition, 384-well mixture HTS. 110,000 compounds, 0.39% hits; in the data active = inhibition above about 30%, passing the limit was not always enough; inconclusive = no clear call, values can overlap the other calls; also: strong numbers were not always called active
# An asterisk follows results filed as active; ? = inconclusive; / = not tested or not shown. Only part of the results is shown; count on the stated rates, not on these rows.
SMILES,HIV RNase H inh,RmlC RmlD mix
Cc1ccc(OCCCC(=O)Nc2ccc(S(=O)(=O)Nc3cc(C)on3)cc2)cc1,24,-10
COC(=O)c1[nH]c2cccc(OC)c2c1NC(=O)CCN1CCN(c2ccccc2F)CC1,-4,12
COc1ccc(-c2nnc(SCc3ccccc3F)o2)cc1OC,-12,3
COc1ccc(N2CCC(CNC(=O)Nc3ccc(OC)cc3OC)C2)cc1 (centres undefined),25,/
COc1cccc(Nc2nc(=O)[nH]nc2C)c1,-3,-13
N=c1c(-c2nc3ccccc3[nH]2)cc(C(=O)c2cccs2)nn1-c1ccccc1,/,-12
COCCn1c(-c2cc(OC)c(OC)c(OC)c2)nc2oc3ccccc3c(=O)c2c1=O,-4,-7
COc1ccc(C)cc1NC(=O)COC(C)=O,/,2
S=C(N=Nc1ccccc1)NNc1ccccc1,69*,0
Cn1ncc(Cl)c1C(=O)N1CCCc2ccccc21,/,-26
Cc1ccc(S(=O)(=O)N2CCCC(c3nc(-c4ccc(C)o4)no3)C2)cc1 (centres undefined),/,7
COc1ccc(NC(=S)NC(NC(=O)C(C)C)C(Cl)(Cl)Cl)c([N+](=O)[O-])c1 (centres undefined),/,10
CCN(CC)CCC(=O)Nc1ccc2c(c1)N(C(=O)CN(CC)CC)c1ccccc1CC2,/,1
Fc1ccccc1N1CCN(Cc2nc(-c3ccccc3)no2)CC1,1,7
CCOC(=O)c1ccc(N2CSC3=C(C#N)C(c4cccs4)CC(=O)N3C2)cc1 (centres undefined),35,-12
COC(=O)C1=C(C)N(C)C(C)=C(C(=O)OC)C1c1ccncc1,-1,4
CCn1c(SCC(=O)N2CCN(c3cccc(Cl)c3)CC2)nc2ccccc2c1=O,/,-24
Cc1cc(Br)ccc1N1C(=O)CC(=O)NC1=O,-15,-11
O=c1cc(O)nc(SCc2ccccc2Cl)[nH]1,-21,-11
CC(C)c1cc(C(=O)Nc2cccc(Cl)c2)no1,25,7
CC(=O)c1ccc(S(=O)(=O)N(Cc2cc3cc4c(cc3[nH]c2=O)OCCO4)CC2CCCO2)cc1 (centres undefined),-10,-4
Cc1ccc2nc(-c3cccc(S(=O)(=O)N(C)C)c3)cn2c1,-9,10
COC(=O)c1c(NC(=O)CSc2nnc(Cn3nnc4ccccc43)n2C)sc(C)c1C,-14,-13
CC(C)c1cc(C(=O)O)n[nH]1,/,8
CCc1nnc(NC(=O)C2CCN(c3nccc(C)n3)CC2)s1,4,1

# One compound at a time, from the list above.
# `CCN(CC)CCC(=O)Nc1ccc2c(c1)N(C(=O)CN(CC)CC)c1ccccc1CC2` is entered as HIV RNase H inh: /; RmlC RmlD mix: 1
# `Cc1ccc2nc(-c3cccc(S(=O)(=O)N(C)C)c3)cn2c1` is entered as HIV RNase H inh: -9; RmlC RmlD mix: 10
# `O=c1cc(O)nc(SCc2ccccc2Cl)[nH]1` is entered as HIV RNase H inh: -21; RmlC RmlD mix: -11

# Next section.
SMILES,HIV RNase H inh,RmlC RmlD mix
COc1ccc(NC(=O)C(NC(C)=O)C(=O)NCc2ccccc2OC)cc1 (centres undefined),/,8
CC(=O)Nc1cccc(OCC(O)Cn2cnc3ccccc32)c1 (centres undefined),-2,-1
Cc1ccc(S(=O)(=O)N2CCN(C(=O)CN3CCOCC3)C2C(C)C)cc1 (centres undefined),4,11
CCN(/C=N/c1sc2c(c1C#N)CCCCC2)CC,/,3
O=S(=O)(c1cccc2cccnc12)N1CCN(Cc2ccc3c(c2)OCO3)CC1,-48,-6
N#Cc1c2n(c3c(=O)n(Cc4ccccc4Cl)cnc13)CCCC2,-19,-1
Cc1cccc(-n2c(N)c(C(=O)NCCN3CCOCC3)c3nc4ccccc4nc32)c1,-19,?
Cc1ccc(C)n1NC(=O)c1cccc(Cl)c1,/,-8
N#Cc1nc(COc2cccc(Cl)c2)oc1N1CCN(c2ccccc2)CC1,-2,9
COC(=O)c1[nH]c2ccc(F)cc2c1NS(=O)(=O)c1ccc(OC)cc1OC,-57,-12
Cc1ccccc1C(=O)NC1CCN(C(=O)N2CCOCC2)CC1,/,-85
Cc1ccc2c(c1)COc1c3ccc(C(=O)NC(C)C)cc3nn1-2,/,-5
CC(=O)Nc1cc(C(=O)N2CCCC2)ccc1Sc1ccc(C)cc1,/,-10
CCCCn1c(SCC(=O)NC(C)(C)C)nnc1-c1ccco1,-49,-13
O=C1c2cccc3cccc(c23)N1CN1CCN(c2ccccn2)CC1,-27,22
CCOc1ccc(NS(=O)(=O)c2ccc3c(c2)CCN3C(=O)CCC(=O)O)cc1,1,-15
Cc1ccc(NC(=O)NC2(C(=O)NCc3ccco3)CCCCC2)cc1,-7,-10
C=CCSc1n[nH]c(-c2ccc(OCCCC)cc2)n1,6,-7
CCO[C@H]1OC(C(=O)Nc2ccccc2)=C[C@@H](c2coc3ccccc3c2=O)[C@@H]1CCCO,/,14
COc1ccc(CCNC(=O)c2ccc(CNS(=O)(=O)c3cc(C)ccc3C)cc2)cc1OC,/,12
CCC(=O)NC(C)C(c1cccs1)N1CCOCC1 (centres undefined),1,-38
COCCCn1nnnc1SCC(=O)N1CCCC1,/,-2
O=[N+]([O-])c1ccccc1CNCCc1ccc(F)cc1,/,7
O=C(C1=C[C@H](c2csc3ccccc23)C[C@H](OCCCCO)O1)N1CCN(Cc2ccc3c(c2)OCO3)CC1,/,-2
O=C(Nc1ccccc1Cc1ccccc1)C1CC(=O)N(c2ccc3c(c2)OCCO3)C1 (centres undefined),/,5
SMILES,HIV RNase H inh,RmlC RmlD mix
Cc1cc(C)c(C(N)=O)c(Nc2ccc3c(c2)OCCO3)n1,2,11
Cc1ccc(OCc2nnc(SCC(=O)c3ccccc3)n2-c2ccccc2)cc1,/,12
CCn1c(CNC(=O)COC)nc2ccccc21,-7,4
O=S(=O)(c1ccc(-c2nnc(SCc3ccccc3)o2)cc1)N1CCCC1,-2,0
C/C=C(/C)C(=O)O[C@@H]1c2c(ccc3ccc(=O)oc23)O[C@@H]1C(C)(C)OC(=O)/C(C)=C\C,/,-20
COCCN(Cc1cc2ccccc2[nH]c1=O)C(=O)c1ccccc1OC,-10,-6
O=C(CCc1c[nH]c2ccccc12)NC1CC1,/,0
CCOC(=O)c1cc2c(s1)-c1ccccc1CC2,/,-32
CCOC(=O)Cn1nc(/C=C/c2ccc(OC)cc2)ccc1=O,/,-11
COc1cc(C(=O)N(Cc2cc3cc(C)ccc3[nH]c2=O)CC2CCCO2)cc(OC)c1OC (centres undefined),5,12
CCc1nnc(NC(=O)CSc2nnc(-c3cc4ccccc4cc3O)n2CC)s1,16,-11
Cc1ccc(OCc2nnc(SCc3cc(=O)[nH]c4ccccc34)o2)cc1,2,10
CCCCCOCC(O)CCC(=O)NN (centres undefined),/,16
Cc1ccc(-c2noc(CSc3nnc(-c4cccs4)n3C)n2)cc1,/,-3
COc1ccc2[nH]c3nc(SCc4nnc(-c5ccc(C)cc5)o4)nnc3c2c1,60*,9
Cn1c(N)c(C(=O)COC(=O)C2(c3cccc(F)c3)CCCC2)c(=O)n(C)c1=O,-6,-58
CCOC(=O)/C(C#N)=C1/C=CN(C)C(C)=N1,-8,15
Cc1ccc2[nH]c(-c3ccccc3)c(CN3CCOCC3)c(=O)c2c1,/,16
COc1ccc(NC(=O)CCc2nc(-c3ccc(C)cc3)no2)cc1Cl,-5,-12
CC(/C=C/c1ccco1)=N\NC(=O)c1cc(C)[nH]n1,/,55
CCOC(=O)C1C(=O)OC2(CCCC2)C1C(=O)OCC (centres undefined),1,2
CCCCn1c(N)c(-c2nc3ccccc3s2)c2c([N+](=O)[O-])nn(CC)c(=O)c21,/,-8
O=C(CSCc1cccc(Cl)c1)N/N=C/c1ccc(OCC(=O)N2CCCCC2)cc1,/,-9
CC(=O)Nc1nc(C)c(Oc2ccc(Cl)cc2Cl)c(=O)[nH]1,/,17
CNC(=O)COC(=O)c1ccc(NC(=O)CC#N)cc1,/,-16

# 4 entries from above, with each value named.
CCCCCOCC(O)CCC(=O)NN (centres undefined)
  HIV RNase H inh: /
  RmlC RmlD mix: 16
COc1ccc2[nH]c3nc(SCc4nnc(-c5ccc(C)cc5)o4)nnc3c2c1
  HIV RNase H inh: 60*
  RmlC RmlD mix: 9
CCOC(=O)C1C(=O)OC2(CCCC2)C1C(=O)OCC (centres undefined)
  HIV RNase H inh: 1
  RmlC RmlD mix: 2
CCOC(=O)/C(C#N)=C1/C=CN(C)C(C)=N1
  HIV RNase H inh: -8
  RmlC RmlD mix: 15

# (next part)
SMILES,HIV RNase H inh,RmlC RmlD mix
CC1(C)CC(=O)C2=C(C1)N(Cc1ccco1)C(=O)C2(NC(=O)c1cccnc1)C(F)(F)F (centres undefined),-1,-6
COc1ccc(N2CCN(C(=O)CSc3nnc(-c4cc5ccccc5cc4O)n3C)CC2)cc1,-3,23
Cc1cc(=O)[nH]c2cc(O)ccc12,/,-2
CCCOc1c(Br)cc(/C=N/O)cc1OC,/,16
Cc1noc(C)c1C(=O)OCC(=O)c1ccc[nH]1,-13,1
COc1ccccc1Oc1ccc2c(c1)C(=O)N(c1ccccc1)C2=O,/,-9
CC1=CC(C)C2(CO)COC(c3ccccc3O)C1C2C (centres undefined),/,-16
COCCOC(=O)C1=C(C)NC2=C(C(=O)CC(C)(C)C2)C1c1cccnc1 (centres undefined),-4,25
O=C(CN1CC(c2ccccc2)CC1=O)NCc1ccc(F)cc1 (centres undefined),-2,/
COc1ccc(NC(=O)CSc2nc3ccccc3c(=O)n2CCC(=O)N2CCCCC2)cc1,3,?
Cc1ccc(N2C(N)=NC(N)=NC23CCCC3)c(C)c1,-4,-44
C=CCc1cc(C=O)cc(OC)c1OCc1c(Cl)cccc1Cl,/,-11
CCc1ccc(-c2nc(NC(=S)NC(=O)c3cccs3)sc2C)cc1,/,-12
Cc1ccc(C)c(NC(=S)NC(NC(=O)Cc2ccccc2)C(Cl)(Cl)Cl)c1 (centres undefined),/,8
COc1ccc(-c2nnc(SCC#N)o2)cc1,2,-7
Cc1ccc(S(=O)(=O)NCCNc2ccc([N+](=O)[O-])cc2C(F)(F)F)cc1,/,-10
O=C(Nc1cccc(Cl)c1N1CCCCC1)c1ccc2c(c1)OCCO2,-24,7
Cn1c(O)c(C=NC(CC(N)=O)C(=O)O)c(=O)n(C)c1=O (centres undefined),-1,-19
O=S(=O)(c1ccc(Oc2ccc(Br)cc2F)nc1)N1CCCCC1,-15,-8
Cc1ccc(-c2nnc(N3CCN(C(=O)c4ccco4)CC3)c3ccccc23)cc1,-16,-10
Cc1c(Cl)cccc1-n1ccnc1SCC(=O)O,-1,3
CCC(C)[C@H](NC(=O)NCc1ccco1)C(=O)O (some centres undefined),-3,13
CCN(c1ccccc1)S(=O)(=O)c1cc(C(=O)O)ccc1C,/,-13
Cc1ccc2[nH]c3c(c2c1)CCC3=O,-3,15
O=C(NCc1ccc2c(c1)OCO2)C1CC(c2ccc(Cl)cc2)=NO1 (centres undefined),/,-7
SMILES,HIV RNase H inh,RmlC RmlD mix
COc1ccc2c(-c3cccnc3)cc(=O)[nH]c2c1,-6,-10
COc1ccc(OC)c(C2C(C#N)=C(N)Oc3cc(C)[nH]c(=O)c32)c1 (centres undefined),-2,/
COc1ccc(C2(C)NC(=O)N(CC(=O)Nc3ccc4c(c3)OCO4)C2=O)cc1OC (centres undefined),/,9
CCC(C)(C)n1nnnc1C(c1cccnc1)N1CCN(c2cccc(C(F)(F)F)c2)CC1 (centres undefined),/,11
O=C(CNC(=S)NC(=O)c1ccco1)c1ccccc1,/,6
Cc1nnc(SCCn2c(Br)nc3c2c(=O)[nH]c(=O)n3C)s1,-8,/
Cc1cccc(NC(=O)NNC(=O)c2cc(-c3ccccc3Cl)nc3ccccc23)c1,/,2
COC(=O)c1c(N)n(-c2ccc(NC(C)=O)cc2)c2nc3ccccc3nc12,7,64*
CCNC(=O)CCn1nc(-c2ccc(Cl)cc2)c2ccccc2c1=O,-20,-3
CC(=O)CCn1c(=O)n(CCC(C)=O)c(=O)n(CCC(C)=O)c1=O,-11,-7
CCC(=O)c1ccc(OCC(O)CN2CCOCC2)cc1 (centres undefined),-10,-12
O=C(c1ccccc1F)N1CCN(c2ccccc2)CC1,-4,-7
CN(CCO)C(=O)CCC(=O)Nc1ccc(S(N)(=O)=O)cc1,-8,-8
CCOC(=O)c1[nH]c2ccccc2c1NC(=O)C(C)(C)C,-6,-3
Cc1ccc(NC(=O)c2nccnc2C(=O)O)cc1C,/,7
Cc1cc(C)n2c(SCC#N)nnc2n1,-9,-2
Cc1ccc(S(=O)(=O)c2c(C)cc(C)nc2Cl)c(C)c1,/,4
CCCn1c(CCc2ccccc2)nnc1SCC(=O)N1CCOCC1,-3,4
CC1(C)CC(=O)/C(=C(\O)c2ccccc2)C(=NCCO)C1,/,-173
CC(=O)N1N=C2C3CCN(CC3)C2C1c1ccc(C)cc1 (centres undefined),/,-11
CCC(=O)NCCn1ccc2ccccc21,/,3
CN1C(=O)c2ccccc2NC(=O)C1Cc1ccccc1 (centres undefined),/,105
CC(/C=C/c1ccccc1)NC(N)=O (centres undefined),-17,-28
Cn1cnc2c1c(=O)n(CC(O)CO)c(=O)n2C (centres undefined),13,-11
COc1cc(/C=N/NC(=O)CCc2c(C)n[nH]c2C)ccc1O,/,-11
CN1/C(=C\C(=O)c2cccs2)Sc2ccccc21,-20,-11
CCCC(=O)Nc1ccc(C(=O)N/N=C2\CC(=O)CC(C)(C)C2)cc1,/,-11
O=C(Cn1c(=O)n(Cc2ccc3c(c2)OCO3)c(=O)c2ccccc21)N1CCCc2ccccc21,3,5

# An excerpt from above in order of length of the SMILES, highest first.
SMILES,HIV RNase H inh,RmlC RmlD mix
CCOC(=O)c1ccc(N2CSC3=C(C#N)C(c4cccs4)CC(=O)N3C2)cc1 (centres undefined),35,-12
Cc1ccccc1C(=O)NC1CCN(C(=O)N2CCOCC2)CC1,/,-85
CN1/C(=C\C(=O)c2cccs2)Sc2ccccc21,-20,-11
